# Source: PubChem (Icahn School of Medicine at Mount Sinai)
# RBX1-CUL1 inh = blocks human RBX1-Cullin-1 di-ubiquitin formation; inhibition, % at 10 µM; hit rate 0.6% among 140,000; in vitro K48 di-Ub FRET, acceptor:donor ratio, 45 min; P62877+Q13616; in the data active means inhibition above about 25%
# Target sequence (P62877 whole entry, looked up): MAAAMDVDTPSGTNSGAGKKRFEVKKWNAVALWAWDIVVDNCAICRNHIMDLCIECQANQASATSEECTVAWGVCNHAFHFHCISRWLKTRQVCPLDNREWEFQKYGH
# Target sequence (Q13616 whole entry, looked up): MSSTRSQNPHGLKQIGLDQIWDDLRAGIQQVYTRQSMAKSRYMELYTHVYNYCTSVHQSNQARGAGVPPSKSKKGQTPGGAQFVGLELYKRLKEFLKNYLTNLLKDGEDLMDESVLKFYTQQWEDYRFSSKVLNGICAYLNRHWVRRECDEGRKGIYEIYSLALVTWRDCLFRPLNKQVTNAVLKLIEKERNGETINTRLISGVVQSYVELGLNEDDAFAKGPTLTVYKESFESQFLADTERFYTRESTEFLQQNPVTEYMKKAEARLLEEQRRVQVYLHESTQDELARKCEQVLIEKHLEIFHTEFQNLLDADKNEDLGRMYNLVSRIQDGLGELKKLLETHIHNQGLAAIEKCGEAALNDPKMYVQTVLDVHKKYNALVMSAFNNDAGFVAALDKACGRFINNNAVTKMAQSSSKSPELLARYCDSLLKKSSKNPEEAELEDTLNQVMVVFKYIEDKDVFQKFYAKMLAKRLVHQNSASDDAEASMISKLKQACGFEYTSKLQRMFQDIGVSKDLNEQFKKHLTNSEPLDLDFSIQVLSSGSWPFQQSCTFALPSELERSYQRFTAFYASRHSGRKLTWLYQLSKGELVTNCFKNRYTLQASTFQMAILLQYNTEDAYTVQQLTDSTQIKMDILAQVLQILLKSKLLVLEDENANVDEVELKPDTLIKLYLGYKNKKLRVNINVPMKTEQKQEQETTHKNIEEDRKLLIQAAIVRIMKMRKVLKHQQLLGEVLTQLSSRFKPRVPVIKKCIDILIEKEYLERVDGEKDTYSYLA
# * hit, by the source's call. Not all compounds are listed; the hit share may differ from the screen's.
canonical_smiles,RBX1-CUL1 inh
Cc1ccc(/C=C\C(=O)O)cc1S(=O)(=O)N1CCCCCC1,-0.2
Cc1coc2cc3oc(=O)c(CC(=O)N4CCCCC4)c(C)c3cc12,-3.9
CCCc1cc(=O)[nH]c(Sc2ccc([N+](=O)[O-])cc2[N+](=O)[O-])n1,3.5
O=C(CSc1nc2c([nH]c3ccccc32)c(=O)n1-c1ccc(F)cc1)NCC1CCCO1 (stereo not drawn),5.2
O=C(CSc1ncnc2sc(-c3ccccc3)cc12)Nc1ccc(F)cc1,2.0
CC(C)c1cc(NCCOCCO)n2c(nc3ccccc32)c1C#N,0.6
CCN(CC)c1ccc(N2C(=O)/C(=C/c3ccc(OC)cc3)SC2=S)cc1,3.7
c1ccc(C(Nc2ccc(Oc3ccc(NC(c4ccccc4)(c4ccccc4)c4ccccc4)cc3)cc2)(c2ccccc2)c2ccccc2)cc1,3.8
COc1ccc(-c2csc(C(C#N)C=Nc3ccc(C)cc3)n2)cc1 (stereo not drawn),5.1
COC(=O)C1=Nc2c(C)cc(C)cc2C(=O)C1C(=O)c1ccc(Cl)cc1 (stereo not drawn),0.2
Cn1nc(-c2ccccc2F)c2cc(C(=O)NCCc3ccc(Cl)cc3)sc21,10.2
Cc1nc2ccc(F)cc2c2c1CCN2c1ccccc1,7.7
Cc1ccc(-c2cc(C(=O)NCc3cnn(C)c3C)c3ccccc3n2)cc1C,7.8
COc1ccc(Br)c(C(=O)Nc2cc3c(cc2N2CCCCC2)n(C)c(=O)c(=O)n3C)c1,-1.9
CSc1ncc(CN2CCN(C3CCN(C(C)C)CC3)C(CCO)C2)cn1 (stereo not drawn),-4.7
Cc1ncoc1C(=O)N(C)CC1CCCN(CCc2cccc(C(F)(F)F)c2)C1 (stereo not drawn),-2.7
CCOc1ccc(CNc2ccc(I)cc2)cc1,-8.8
CC(C)C/C(=N\NC(=O)CNC(=O)c1ccc2c(c1)OCO2)c1ccccc1,-0.2
O=C1CCC(=O)N1C1=NCCS1,-0.7
CCc1ccc(OCC(=O)NC(NC(=S)Nc2cc(Cl)ccc2Cl)C(Cl)(Cl)Cl)cc1 (stereo not drawn),7.1
COc1ccc(Cl)cc1NC(=O)c1ncn(-c2ccccc2)n1,0.1
CC1=NC(=S)NC(c2ccc(N(C)C)cc2)C1C(=O)Nc1ccc(C)cc1C (stereo not drawn),13.7
COc1cc(NC(=O)c2cc(-c3cccc(OC)c3)n[nH]2)cc(OC)c1,-5.0
CCN(CCCNC(=O)c1cc2cc3cc(OC)ccc3nc2s1)c1ccccc1,4.1
CCSc1nnc2c(n1)OC(c1ccc(OCC(=O)O)cc1)Nc1ccccc1-2 (stereo not drawn),-6.9

# (cont.)
canonical_smiles,RBX1-CUL1 inh
O=C(CN1C(=O)CCc2cc(S(=O)(=O)N3CCCCC3)ccc21)NCc1ccc(Cl)cc1,-5.0
CCc1nn(CC(=O)NCC(C)c2ccccc2)c(=O)c2cc3occc3n12 (stereo not drawn),-10.8
Nc1ccc(Oc2ccc3nc(-c4ccccn4)c(-c4ccccn4)nc3c2)cc1,-2.5
Cc1[nH]c(C)c2cc(-c3ccccc3)c(=O)c(-c3ccccc3)cc12,-9.9
CCC(COC(=O)Nc1ccc(Cl)cc1)N1C(=O)CSC1c1ccc(Cl)cc1Cl (stereo not drawn),2.6
COc1ccccc1CC(=O)N1CCC(C(Cc2ccccc2)N(C)C(=O)c2ccccn2)CC1 (stereo not drawn),3.8
CCOC(=O)c1c(C)n(C)c2ccc(OCC(O)Cn3nnc4ccccc43)cc12 (stereo not drawn),-0.9
CCN1C2=NCCN2c2cc(C)c(C)cc21,-0.6
Cc1cccc(-c2cc(C(=O)Nc3cccc4c3C(=O)c3ccccc3C4=O)c3ccccc3n2)c1,1.6
OC(CNC1CC1)Cn1c2ccccc2c2ccccc21 (stereo not drawn),-2.0
CCN1CCN(c2ncc3c(n2)CCN(Cc2ccc(Br)s2)C3)CC1,2.5
Cc1sc(NC(=O)c2ccco2)c(C(c2cccc(O)c2)N2CCOCC2)c1C (stereo not drawn),5.1
O=C1OC(CC(=O)C23CC4CC(CC(C4)C2)C3)c2ccccc21 (stereo not drawn),8.4
Cc1ccc(NC(=O)Nc2nnc(N(C)Cc3ccccc3)s2)cc1,-3.9
Cc1ccc(C2=NC(=O)/C(=C/c3ccsc3)S2)cc1,-2.5
COC(=O)c1c(NC(=O)C2CCCO2)sc(C)c1-c1ccccc1 (stereo not drawn),1.7
CSc1nc(N)c(C(C)=O)s1,2.0
COC(=O)C1=Nc2nc3cc(F)c(F)cc3nc2C(=N)C1C(=O)OC (stereo not drawn),2.3
CCOc1ccccc1NC(=O)C(C)Oc1c(F)c(F)cc(F)c1F (stereo not drawn),6.6
COc1cc(/C=c2/sc3n(c2=O)C(c2ccccc2Cl)C2=C(N=3)c3ccccc3CC2)c([N+](=O)[O-])cc1OCc1ccccc1 (stereo not drawn),-2.0
COc1ccc(OCCn2c(S(=O)(=O)Cc3ccccc3)nc3ccccc32)cc1,6.0
C=CCn1c(O)c(N=NC(=O)Cc2csc(N)n2)c2ccccc21,3.3
Cc1c(C(=O)NCc2ccc(Cl)cc2)nnn1-c1ccccc1,-9.2
CN(C)c1ccc(-c2noc(C3CC(=O)N(c4ccc5c(c4)OCCO5)C3)n2)cc1 (stereo not drawn),-0.4
COc1ccc(CNS(=O)(=O)c2cc3c4c(c2)CCN4C(=O)CC3)cc1,-0.7

# Next section; it opens with the six that closed the last part.
canonical_smiles,RBX1-CUL1 inh
COc1cc(/C=c2/sc3n(c2=O)C(c2ccccc2Cl)C2=C(N=3)c3ccccc3CC2)c([N+](=O)[O-])cc1OCc1ccccc1 (stereo not drawn),-2.0
COc1ccc(OCCn2c(S(=O)(=O)Cc3ccccc3)nc3ccccc32)cc1,6.0
C=CCn1c(O)c(N=NC(=O)Cc2csc(N)n2)c2ccccc21,3.3
Cc1c(C(=O)NCc2ccc(Cl)cc2)nnn1-c1ccccc1,-9.2
CN(C)c1ccc(-c2noc(C3CC(=O)N(c4ccc5c(c4)OCCO5)C3)n2)cc1 (stereo not drawn),-0.4
COc1ccc(CNS(=O)(=O)c2cc3c4c(c2)CCN4C(=O)CC3)cc1,-0.7
CCNC(=S)NNC(=O)c1cc(Br)c(CC)s1,-6.4
C=CCOn1c(C)c(C(C)=O)c2c3no[n+]([O-])c3ccc21,-5.7
COc1ccc(NC(=O)CCSc2nnc3scc(-c4ccc(Cl)cc4)n23)cc1,1.5
O=S1(=O)CCC(N2CCCCCC2)C1 (stereo not drawn),-0.2
Cc1ccccc1CN1C(=O)C(O)(CC(=O)c2cccc(Br)c2)c2cc(Cl)ccc21 (stereo not drawn),-3.3
CC(=O)CN1CCn2c3c(c4cc(C)ccc42)CCCC31 (stereo not drawn),-1.8
Cc1cccc(-c2nnc(SCC3=Nc4c(Cl)cccc4C(=O)C3)n2C)c1,3.5
CCCNC(=O)c1cc(Br)ccc1OCC,-0.8
CCOc1cc(CNCC2CCNCC2)cc(Br)c1OC,5.8
O=C1CC(c2ccc(Cl)cc2)Sc2nc(-c3ccccc3)nn21 (stereo not drawn),-4.4
CCC(CC)CN1CCC2(CC1)c1ccccc1[C@@H](NC(=O)Cc1cccs1)[C@@H]2OC,-3.5
Cc1nn(C(=O)c2cccc(F)c2)c(C)c1S(=O)(=O)N1CCCCCC1,6.7
COc1cccc(CN2CCCC(O)(CN3CCCCCC3)C2=O)c1 (stereo not drawn),-2.9
CC1SCCN1S(=O)(=O)c1ccc(I)cc1 (stereo not drawn),0.9
CC(C)c1csc(CN2CCCC(CO)(CCOc3ccccc3)C2)n1 (stereo not drawn),8.4
CCc1ccc(N2N=C(C)/C(=C/c3ccc(C)s3)C2=O)cc1,8.9
CCN(CC)c1ccc(NC(=O)c2ccc(C)c(C)c2)cc1,-3.7
Cc1ccc(NS(=O)(=O)c2cc(OCC(N)=O)c(C)cc2Cl)cc1,-5.4
CCCOc1ccc(CNC(=O)c2oc3ccc4c(c3c2C)C(=O)CC(C)(CC)O4)cc1 (stereo not drawn),2.9
COc1ccc(OCC(=O)NCC2CCCO2)cc1 (stereo not drawn),3.3
O=C1CC(CSc2nc3ccccc3o2)=NC(=O)N1,1.2
CCC(C)NC(=O)c1cc(Cl)cc(Cl)c1 (stereo not drawn),9.0
Cc1ccc(C(=O)NC(=S)NNC(=O)c2ccccc2)cc1,-5.2
CCOc1ccc(NC(=O)CC2C(=O)N(c3ccc(C)cc3)C(=O)N2Cc2ccc(OC)cc2)cc1 (stereo not drawn),-5.9
COc1cc(/C=C/CN(C)Cc2nc(-c3ccccc3NC(=O)c3ccsc3)oc2C)ccc1O,5.5

# Brought forward from above: 4 compounds; new compounds follow.
canonical_smiles,RBX1-CUL1 inh
CCC(C)NC(=O)c1cc(Cl)cc(Cl)c1 (stereo not drawn),9.0
Cc1ccc(C(=O)NC(=S)NNC(=O)c2ccccc2)cc1,-5.2
CCOc1ccc(NC(=O)CC2C(=O)N(c3ccc(C)cc3)C(=O)N2Cc2ccc(OC)cc2)cc1 (stereo not drawn),-5.9
COc1cc(/C=C/CN(C)Cc2nc(-c3ccccc3NC(=O)c3ccsc3)oc2C)ccc1O,5.5
O=C(NC1CC1)C1CCN(C2CCN(Cc3ccc4ccccc4n3)CC2)CC1,5.2
CCn1cc(CN2CCC(C(Cc3ccccc3)N(CCOC)Cc3cccnc3)CC2)c(C)n1 (stereo not drawn),-0.7
COc1ccc(-c2cc(-c3ccc(C)cc3)nc3sc(C(=O)Nc4cc(C)ccc4C)c(N)c23)cc1,-11.8
CCC(C)Nc1cc(C(C)C)c(C#N)c2nc3ccccc3n12 (stereo not drawn),-0.7
Cc1cccc(N2CCN(C(=O)c3ccccc3C(=O)O)CC2)c1,-0.1
CCc1cccc2c1N=CC2=Cc1sc(=O)n(Cc2cc3c(cc2Cl)OCO3)c1O,2.2
C=CCN1C(=O)NC(=O)/C(=C\c2cc(Br)c(OCC)c(Br)c2)C1=O,8.7
CCOC(=O)C1(Cc2ccc(F)cc2F)CCCN(C(=O)Cc2nonc2C)C1 (stereo not drawn),-1.5
Cc1ccc2c(nc3s/c(=C\c4ccc(Cl)cc4)c(=O)n32)c1C,5.5
CCSc1nc(N)c2c3c(sc2n1)CN(Cc1ccccc1)CC3,-3.0
CCOC(=O)CCC(=O)Nc1ccc(S(=O)(=O)N(C)C)cc1,3.6
COc1ccc(Br)cc1C1Nc2ccc(C)cc2-c2cc(C)nn21 (stereo not drawn),-3.1
COc1ccc(Nc2cc(C)c3cc(NC(=O)Cc4ccc(Cl)cc4)ccc3n2)cc1,-5.9
CCOc1cc(S(=O)(=O)NC2CC(C)(C)NC(C)(C)C2)c(C)cc1C,5.6
CC1=C2CCCC3C(=O)OCC23CCC1=O (stereo not drawn),-4.4
Cc1ccc(C)c(Cn2c(SCC(=O)N(C)Cc3ccccc3)nc3ccccc32)c1,-3.9
CC(C)(C(=O)N[C@@H](CO)c1ccccc1)C(=O)N[C@@H](CO)c1ccccc1,-4.3
CC(CNS(=O)(=O)c1ccc(Cl)s1)NS(=O)(=O)c1ccc(Cl)s1 (stereo not drawn),-6.9
CN(C)C=Nc1nc2n(c1C(=O)c1ccccc1)CCC2,-2.3
O=C(CCn1c(=O)c2ccccc2n(CC(=O)Nc2ccc(F)cc2)c1=O)NCCc1ccccc1,-5.5
Clc1ccc(-c2nnc(CCc3ccccc3)o2)cc1,-6.6
CC1(C)Cc2nc3sc4c(SCc5ccc6c(c5)OCO6)ncnc4c3cc2CO1,-4.5
CC(C)NC(=O)c1ccc(NC(=O)C(F)(F)C2(F)OC(F)(F)C(F)(F)C2(F)F)cc1 (stereo not drawn),5.6
COc1cccc(C(=O)c2c(C)oc3ccccc3c2=O)c1,-6.7
CCOc1cccc(CNCc2ccccc2Cl)c1,3.7

# Next part.
canonical_smiles,RBX1-CUL1 inh
COCCCNC(=O)c1ccc(NC(=O)N2CCCCc3ccccc32)cc1,10.2
COc1ccc(CNC(=O)C2CCN(S(=O)(=O)c3ccc4c(ccn4C)c3)CC2)cc1,8.2
N#CC(C(=O)c1ccco1)c1nc2ccccc2s1 (stereo not drawn),7.9
N#CC1C(=N)C(C#N)(C#N)[C@H](c2ccc(Cl)cc2Cl)[C@H]2CN(C(=O)OCc3ccccc3)CC=C12 (stereo partly drawn),2.6
Cc1nc(-c2ccc(CN3CCCC(N(C)C)C3)cc2)[nH]c(=O)c1F (stereo not drawn),-5.4
O=C1CCCN1CCC(=O)N1CCCC(CCc2cccc(F)c2)C1 (stereo not drawn),8.0
O=c1c2ccccc2ncn1Cc1ccc(Cl)c(Cl)c1,-3.7
COc1ccc(C(=O)CC(SCCO)c2ccc(Cl)cc2)cc1 (stereo not drawn),6.4
CC(C)c1nn(C)c2nc(-c3cn(C)nc3-c3ccccc3)[nH]c12,6.6
O=C1CC(=Nc2cccc(Cl)c2)c2ccccc2O1,11.3
Cc1ccc(C2CC2c2n[nH]c(=S)n2-c2ccc(Cl)cc2)cc1 (stereo not drawn),9.2
CCOC1(c2ccccc2)NC(=S)NN=C1c1ccccc1 (stereo not drawn),10.1
COc1cc(CNC(=O)CCC2(Cc3ccc(F)c(OC)c3)CCC(=O)N2)cc(OC)c1 (stereo not drawn),1.9
COc1ccc(N2C(=N)C(C#N)C(c3ccc4c(c3)OCO4)C3=C2CC(C)(C)CC3=O)c(OC)c1 (stereo not drawn),-1.4
COCCCN1C(=O)C(=O)C(C(=O)c2ccc(OCC(C)C)c(C)c2)C1c1ccc(O)c(OC)c1 (stereo not drawn),6.1
C=CCn1c(CNc2ccc(I)cc2)nnc1SCC(=O)N/N=C/c1ccc(F)cc1,11.9
O=C(Nc1cccc(C(F)(F)F)c1)c1cccnc1N1CCOCC1,5.9
CCN(CC)CCCNC(=O)CCCn1ncn2c(cc3occc32)c1=O,-0.7
O=C1COc2cc(S(=O)(=O)CCC(=O)NC3CCCCC3)c(Cl)cc2N1,4.1
CSc1ccc(CCNC(=O)CN2C(=O)COc3ccc(S(=O)(=O)N4CCCC4)cc32)cc1,5.0
